RGS4-Gao reg: modulates binding of RGS4 to human Galphao | 0.33% of 220,000 active | AID 1415 | Multiplexed bead flow cytometry; actives lie on both sides | binding response (% of control), % at 10 µM | P09471; in the data active = binding response below about 49% or above about 150%; inactive = in between;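 note: fluorescent Galphao activated with aluminum fluoride binding bead-coupled RGS4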
RGS8-Gao: human RGS8-Galphao interaction regulation; response (percent of control binding), % at 10 µM; 0.34% of 220,000 active; multiplexed bead flow cytometry, RGS8-Galphao binding; actives lie on both sides; in the data active = response below about 60% or above about 140%; inactive = in between;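 note: Galphao activated as the GDP aluminium fluoride complex binding bead-coupled RGS8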
Mcl1-Bid inh: disrupts binding of human Mcl-1 to Bid peptide. 0.97% of 220,000 active. inhibition, % at 21.7 µM. TR-FRET Mcl-1/Bid-Dy647 peptide binding, 1536-well. AID 1021. Q07820;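 active = compounds that cut the binding signal by more than half at the single screening dose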;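 note: His-tagged Mcl-1 with europium anti-His antibody binding Bid BH3 peptide; 0% = Mcl-1 plus peptide wells and 100% = peptide-only wells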
Target sequence (Q07820 whole entry, looked up): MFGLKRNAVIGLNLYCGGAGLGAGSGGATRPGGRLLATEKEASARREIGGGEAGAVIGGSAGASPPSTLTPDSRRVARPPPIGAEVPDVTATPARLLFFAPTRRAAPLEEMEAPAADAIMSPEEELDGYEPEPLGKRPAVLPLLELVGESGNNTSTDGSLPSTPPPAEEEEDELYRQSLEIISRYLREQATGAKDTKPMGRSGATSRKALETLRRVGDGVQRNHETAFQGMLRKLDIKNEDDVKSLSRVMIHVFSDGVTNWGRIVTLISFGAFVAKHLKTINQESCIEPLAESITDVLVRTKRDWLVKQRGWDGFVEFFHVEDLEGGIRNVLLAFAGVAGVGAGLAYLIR
Bim-Bcl-B: inhibitors of Bim-Bcl-B interaction, human; Q9HD36; bead-based flow cytometry, Bim peptide-Bcl-B binding; inhibition, % at 10 µM; 0.073% of 190,000 active; AID 951;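 note: 0% = tracer peptide without compound and 100% = reference inhibitor peptide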
Target sequence (Q9HD36 whole entry, looked up): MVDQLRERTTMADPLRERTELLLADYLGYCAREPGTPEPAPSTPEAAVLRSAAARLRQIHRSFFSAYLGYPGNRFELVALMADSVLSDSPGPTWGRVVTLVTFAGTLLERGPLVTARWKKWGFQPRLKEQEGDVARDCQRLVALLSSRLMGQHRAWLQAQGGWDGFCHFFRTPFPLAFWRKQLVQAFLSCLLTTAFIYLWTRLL
Bcl-W Bim block: inhibitors of Bim-Bcl-W interaction, human | inhibition, % at 10 µM | 0.02% of 190,000 active | Q92843 | bead-based flow cytometry, Bim peptide-Bcl-W binding;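 note: 0% = bound tracer without compound and 100% = peptide blocker; higher means less fluorescent Bim peptide bound to Bcl-W beads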
Bfl-1 Bim block: disrupts Bim binding to human Bfl-1; 0.12% of 190,000 active; AID 1008; inhibition, % at 10 µM; Bead-based flow cytometry, Bim-Bfl-1 binding inhibition; Q16548;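 note: 0% = wells without compound plus tracer and 100% = blocker peptide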
Bim-Mcl-1: inhibitors of Bim-Mcl-1 interaction, human; Q07820; Bead-based flow cytometry, Bim peptide-Mcl-1 binding; inhibition, % at 10 µM; 0.1% of 190,000 active;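 note: 0% = no compound tracer wells and 100% = peptide blocker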
RGS7-Gao: modulates binding of RGS7 to human Galphao; Multiplexed bead flow cytometry; actives lie on both sides; binding response (% of control), % at 10 µM; 0.35% of 220,000 active; P09471; in the data active = binding response below about 49% or above about 150%; inconclusive = no clear call, values can overlap the other calls; inactive = in between;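 note: fluorescent Galphao held in activated GDP-AlF4 state binding bead-coupled RGS7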
Bim-Bcl-2: inhibitors of Bim-Bcl-2 interaction, human | inhibition, % at 10 µM | 0.06% of 190,000 active | Bead-based flow cytometry, Bim peptide-Bcl-2 binding | AID 950 | P10415; in the data active = inhibition above about 40%; inconclusive = no clear call, values can overlap the other calls;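 note: 0% = no compound wells with probe peptide and 100% = reference peptide inhibitor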
Target sequence (P10415 whole entry, looked up): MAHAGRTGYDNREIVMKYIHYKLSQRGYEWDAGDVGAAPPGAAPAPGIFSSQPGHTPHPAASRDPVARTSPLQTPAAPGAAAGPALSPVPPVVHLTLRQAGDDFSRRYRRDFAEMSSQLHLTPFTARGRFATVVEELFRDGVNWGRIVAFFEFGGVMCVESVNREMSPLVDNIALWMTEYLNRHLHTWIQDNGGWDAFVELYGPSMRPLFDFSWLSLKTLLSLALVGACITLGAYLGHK
Mcl1-Noxa inh: Mcl-1/Noxa interaction inhibition; TR-FRET Mcl-1/Noxa peptide binding, 2 h; inhibition, % at 21.7 µM; 1.5% of 220,000 active; AID 1022;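 active = compounds that cut the protein-peptide binding signal by more than 50% relative to plate controls in a single-dose test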;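 note: His-tagged Mcl-1 with rhodamine Noxa BH3 peptide and terbium anti-His antibody; 0% = Mcl-1 plus Noxa peptide wells and 100% = peptide-only wells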
Bim-Bcl-XL: human Bim-Bcl-XL interaction inhibition | Bim peptide-Bcl-XL binding, bead flow cytometry, fluorescence | 0.04% of 190,000 active | Q07817 | inhibition, % at 10 µM
* hit, by the source's call; ? = inconclusive; nt = no result given. Cut-off read from the data, not from the text of the source, unless noted: active = inhibition above about 40%. Hits appear at their usual frequency; overall some 2.7% were active at least once.

The line under a structure holds: RGS4-Gao reg	RGS8-Gao	Mcl1-Bid inh	Bim-Bcl-B	Bcl-W Bim block	Bfl-1 Bim block	Bim-Mcl-1	RGS7-Gao	Bim-Bcl-2	Mcl1-Noxa inh	Bim-Bcl-XL
Cc1ccc(-c2csc(=S)n2CC(=O)OCC(=O)NC(C)C(C)C)cc1 (centres undefined)
    99	100	-72	-7	2	-8	0	100	-6	0	1
O=C(COC(=O)c1ccc(S(=O)(=O)N2CCCCC2)cc1)NCc1ccco1
    105	104	-32	-1	-1	-1	0	?	-2	18	1
CN(C)c1nnnn1-c1cccc(Oc2ncc(C(F)(F)F)cc2Cl)c1
    99	104	0	-4	-3	-8	0	99	-4	-5	-2
CCc1nnc(NC(=O)CSc2nnc(CNc3ccc(Cl)cc3)o2)s1
    91	93	-20	4	7	3	3	92	6	6	5
COc1cccc(-c2noc(N)c2C#N)c1
    101	104	4	-4	0	-17	1	101	-8	36	-3
O=C(O)c1ccc(N2CCCCCC2)c(N2C(=O)c3ccccc3C2=O)c1
    97	100	2	-10	-8	-23	-8	97	-20	17	-15
CCOC(=O)CCCNC(=O)COC(=O)c1ccc(O)cc1
    107	105	-35	1	1	-7	3	108	-4	-11	-5
CSc1nnc2c(n1)OC(c1ccccn1)N(C(C)=O)c1ccccc1-2 (centres undefined)
    103	99	-18	-1	0	-6	0	100	-5	-1	-2
CCCOC(=O)Oc1ccc2c(=O)c(Oc3cc(C)cc(C)c3)coc2c1
    100	105	8	1	4	0	0	101	2	7	0
CCOc1ccc(N2CC(C(=O)Nc3cccc(S(=O)(=O)N4CCCCC4)c3)CC2=O)cc1 (centres undefined)
    106	100	0	-9	-2	-3	-4	107	-4	21	-1
O=C(CSc1nncn1-c1ccccn1)Nc1cccc(Cl)c1
    100	102	-15	-2	0	0	0	101	-2	-7	0
Cc1ccc(-c2nn(C)c(=O)c3ccccc23)cc1CN1CCOCC1
    102	99	-13	-2	-3	-2	-2	101	-2	5	-1
CCN1CCN(Cc2c(O)ccc3c(=O)c(-c4ccc(OC)c(OC)c4)c(C(F)(F)F)oc23)CC1
    102	101	-21	-10	0	-14	-5	97	-7	9	-7
Cn1c(=O)n(C)c2cc([N+](=O)[O-])c(N3CCN(S(C)(=O)=O)CC3)cc21
    100	100	-21	0	0	-2	0	97	-3	14	0
Cc1ccc(-c2cc(C(=O)NCc3ccco3)c3ccccc3n2)s1
    102	100	-11	-1	-2	0	-2	98	0	25	-1
O=C(Cn1nnc(-c2cccc(C(F)(F)F)c2)n1)NC(=O)NCc1ccco1
    100	102	7	-9	-3	-7	-4	102	-8	15	-10
Cc1cccc(-n2nc3c(c2NC(=O)c2ccc(Br)o2)CSC3)c1C
    106	101	1	-4	0	2	1	105	0	-4	-4
CCCc1nc2c(nnn2Cc2ccccc2)c(=O)[nH]1
    110	101	2	-6	-1	-5	-2	104	-2	-5	-3
C#CCn1cc(/C=N/NC(=O)c2cc3ccccc3o2)c2ccccc21
    98	100	-17	-1	-1	-12	0	99	-8	16	1
O=C(c1cc(-c2ccccc2)nc2ccccc12)N1N=C(C(F)F)CC1(O)C(F)F (centres undefined)
    102	97	-25	-5	-1	-6	-6	108	-8	2	-7
O=S(=O)(c1ccccc1)N1c2cc(Cl)ccc2Oc2nc3ccccc3nc21
    103	99	-5	-6	-5	-2	-4	107	-5	6	-6
C=CCNC(=O)c1ccc(OC)cc1OC
    100	97	-4	-5	-1	-1	-3	101	-2	2	-2
COc1ccc2c(-c3ccccc3)cc(N3CCOCC3)nc2c1
    100	101	44	-1	0	-2	-1	99	-2	31	-1
CCCC/C(C)=N\NC(=O)CNS(=O)(=O)c1ccc([N+](=O)[O-])cc1
    101	99	7	0	0	0	0	105	0	4	1
O=C(NCc1ccccn1)c1ccc2c(c1)N(Cc1ccccc1)CCS2
    75	89	-54	nt	nt	nt	nt	?	nt	-24	nt
O=C(O)CN1C(c2ccccc2O)Nc2ccc(Br)cc2C1c1ccccc1 (centres undefined)
    101	104	-56	0	2	-4	0	100	1	-34	0
O=C(NCc1cccs1)c1nc2ncccn2n1
    103	102	0	-1	-1	0	0	101	-1	2	-1
CN(c1ccccc1)S(=O)(=O)c1cccc(NC(=O)Cn2cnc3c2c(=O)n(C)c(=O)n3C)c1
    97	96	-17	0	6	0	1	98	4	7	4
Cc1ccccc1C(=O)NC(CC(C)C)C(=O)OCC(=O)c1c(N)n(C)c(=O)n(C)c1=O (centres undefined)
    97	99	-40	-3	-2	-5	0	?	-2	6	-3
O=C(O)CCN1C(=O)CC(N2C(=O)/C(=C/c3ccc(Cl)cc3)SC2=S)C1=O (centres undefined)
    100	96	-46	-5	-3	0	-2	102	0	6	-3
COc1ccc(NC(=O)c2cc(-c3ccccc3Cl)no2)cc1
    102	102	16	-2	-4	-1	-2	102	-3	12	0
COC/C=C/C1=CC2=CC(=O)C(C)(OC(=O)c3ccco3)C(=O)C2=CO1 (centres undefined)
    97	100	-18	nt	nt	nt	nt	?	nt	93*	nt
COc1ccc(-c2noc(-c3ccc(Br)o3)n2)cc1
    100	99	-26	nt	nt	nt	nt	?	nt	-16	nt
CC1=C(C(=O)Nc2ccccn2)C(c2ccccc2)n2ncnc2N1 (centres undefined)
    91	96	-13	-9	0	-8	-2	93	-7	2	-13
COc1cccc(/C=N/n2c(C)nc3ccccc32)c1OC
    102	99	-10	-9	-1	-7	-12	121	-4	8	4
Cc1ccc(NC2SC(=O)N(Cc3cccc(C(=O)O)c3)C2=O)c(C)c1 (centres undefined)
    98	102	-40	nt	nt	nt	nt	?	nt	12	nt
CCOc1ccc(C(=O)N2CCN(c3cnn(-c4ccccc4)c(=O)c3Cl)CC2)cc1
    97	100	-18	-3	-2	-4	-1	101	-3	9	-3
O=C(Nc1cc(S(=O)(=O)Nc2ccccc2Cl)ccc1O)c1cc2c(s1)CCCC2
    102	100	-59	nt	nt	nt	nt	?	nt	7	nt
O=C(CN1CCC(NC(=O)c2ccc(Br)cc2)CC1)NCc1cccs1
    102	103	-13	-3	-1	-7	-1	100	-3	3	-2
Cc1ccc(-c2nc(-c3ccccn3)no2)cc1[N+](=O)[O-]
    104	99	-1	nt	nt	nt	nt	?	nt	-24	nt
Cn1c(=O)c(NCCc2ccccc2)c2c3c(cccc31)C(=O)c1ccccc1-2
    104	100	-4	-14	4	-13	2	102	-5	-272	1
CC(C)(C)NC(=O)Cn1c(=O)oc2ccc(Cl)cc21
    96	100	-11	-7	-6	-2	-4	100	-4	-1	-4
CCCC1Cc2c(sc3nc(SC)nc(N)c23)CO1 (centres undefined)
    101	101	2	-6	-1	-17	-3	99	-12	1	-8
NC(=O)NC(=O)CSc1nc2cc([N+](=O)[O-])ccc2n1-c1cccc(C(F)(F)F)c1
    103	98	-115	nt	nt	nt	nt	?	nt	-88	nt
CCCn1c(SCCN2C(=O)c3ccccc3C2=O)n[nH]c1=O
    102	101	-12	-4	-4	-2	0	101	-5	-16	-1
COc1ccc(-c2nn(C)c(=O)[nH]2)cc1
    103	102	-3	nt	nt	nt	nt	?	nt	6	nt
O=C(/C=C/c1cccs1)Nc1cccc(NC(=O)/C=C/c2cccs2)n1
    95	99	-28	-5	-4	-11	-3	96	-6	11	-6
CC(Sc1c[nH]c2ccccc12)C(=O)O (centres undefined)
    112	106	-71	3	4	2	4	107	3	10	7
CSc1nnc(-c2sccc2OCc2ccccc2)n1C
    99	99	-12	2	-1	1	0	99	0	-1	-1
COC(=O)c1ccc(CON2C(=O)c3ccccc3C2=O)cc1
    96	101	2	1	-1	0	1	102	-1	3	0
O=C(CN1C(=O)COc2ccccc21)N1CCCc2ccccc21
    95	90	-9	0	0	-2	0	93	-1	0	0
Cc1cc(NCCCn2ccnc2)n2nc(-c3ccc(Cl)cc3)cc2n1
    100	100	-13	-2	-2	-5	-5	100	-1	19	0
C/C(=N\OCc1ccccc1C#N)c1cc2ccccc2o1
    101	102	-1	0	-1	-5	0	97	0	-11	-1
CCN(CC)Cc1ccccn1
    92	96	4	nt	nt	nt	nt	?	nt	0	nt
COc1ccc(S(=O)(=O)N2CCC(NC(=O)Nc3ccc(C)cc3)CC2)cc1
    95	98	-26	-7	-2	-14	-4	99	-6	7	-10
CCCCN(CC)Cc1ccc(CNC(=O)Nc2ccccc2)o1
    97	102	-22	-5	-2	-9	-6	100	-2	8	-10
CCCN1C(=O)/C(=C/c2cc(C)n(C)c2C)SC1=Nc1ccc(OCC)cc1
    102	101	-91	-3	1	4	1	100	1	11	0
O=C(O)CCC1(C(=O)O)OCCc2ccccc21 (centres undefined)
    106	108	-3	-12	-2	-17	-5	106	-12	8	-11
CCCNC(=O)Cn1c(=O)/c(=C\c2ccc(-c3ccc([N+](=O)[O-])cc3)o2)s/c1=C\C(=O)C(C)(C)C
    110	82	-15	nt	nt	nt	nt	115	?	-12	nt
C#Cc1cccc(NC(=O)c2ccc(Cl)cc2Cl)c1
    96	98	-6	nt	nt	nt	nt	?	nt	-7	nt
CCOC(=O)Cc1csc(NC(=O)CCC(=O)O)n1
    100	100	-17	nt	nt	nt	nt	?	nt	-9	nt
CCOC(=O)c1c(NS(=O)(=O)c2cccc(OC)c2)sc2c1CCC2
    95	94	-23	-3	-3	-5	0	90	-5	21	-4

Source: PubChem BioAssay
